NTMT1 inh = inhibitors of human N-terminal methyltransferase NTMT1 | Q9BV86 | NTMT1 MTase-Glo SAH luminescence, purified enzyme | Potency, µM (titrated, usually from 114 µM), for inactives: at the top dose activity change, negative = inhibition, usual class: inhibitors | hit rate 2.5% among 59,000 | AID 1645870;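 also: potency is read from the fitted curve at half-maximal effect; plate controls were DMSO vehicle for no effect and no enzyme for full effect; nearly all actives have a fitted effect of over 65% in size; many of its hits are not listed in these tables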
Target sequence (Q9BV86 whole entry, looked up): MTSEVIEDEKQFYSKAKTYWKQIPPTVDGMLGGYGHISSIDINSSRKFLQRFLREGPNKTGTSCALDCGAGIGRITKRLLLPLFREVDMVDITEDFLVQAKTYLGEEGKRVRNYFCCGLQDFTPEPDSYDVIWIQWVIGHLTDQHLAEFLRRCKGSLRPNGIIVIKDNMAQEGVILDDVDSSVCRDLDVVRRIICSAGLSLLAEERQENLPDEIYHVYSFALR
p53null 39C kill = p53 null cell cytotoxicity, nonpermissive temperature; H1299 p53-null (neo) cells, 39C, ATPlite viability, 24 h; Potency, µM (series often up to 46.1 µM), inactives show at the top dose activity, negative = cell killing, actives largely listed as cytotoxic; hit rate 0.97% among 55,000;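 also: potency is read from the fitted curve at half-maximal effect; 0% = DMSO only and -100% = full killing by 100 µM tamoxifen; nearly all actives have a fitted effect of over 50% in size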
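ATP-luminescence viability readout (ATPlite, 20 min RT) after 24 hr compound treatment at 39C of H1299-neo or H1299-p53A138V cells; titration up to 46 uM; normalized to DMSO and 100 uM tamoxifen; Hill-fit AC50.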
p53null 32C kill = p53 null cell cytotoxicity, permissive temperature. H1299-neo p53 null cells, ATP luminescence, 24 h, 32C. Potency, µM (highest dose often 46.1 µM), inactives show at the highest dose activity change, negative = cytotoxicity, hits mostly cytotoxic. hit rate 0.62% among 55,000. AID 903;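 also: potency is read from the fitted curve at half-maximal effect; 0% = DMSO only and -100% = full killing by 100 µM tamoxifen; nearly all actives have a fitted effect of over 55% in size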
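ATP-content luminescence in p53-null H1299-neo cells after 24 h compound exposure (up to 46 uM) at 32C permissive temperature; 0% and 100% killing set by DMSO and 100 uM tamoxifen; Hill-equation AC50.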
GALK inhibitor = inhibitors of human galactokinase (GALK); Potency, µM (highest dose often 57.5 µM), without a hit: at the top dose activity, negative = inhibition, hits mostly inhibitors; 44,000 tested, under 10 active; P51570; recombinant GALK, Kinase-Glo ATP luminescence, 1 h;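 also: plate controls were full GALK reaction for no effect and reaction lacking GALK for full effect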
Target sequence (P51570 whole entry, looked up): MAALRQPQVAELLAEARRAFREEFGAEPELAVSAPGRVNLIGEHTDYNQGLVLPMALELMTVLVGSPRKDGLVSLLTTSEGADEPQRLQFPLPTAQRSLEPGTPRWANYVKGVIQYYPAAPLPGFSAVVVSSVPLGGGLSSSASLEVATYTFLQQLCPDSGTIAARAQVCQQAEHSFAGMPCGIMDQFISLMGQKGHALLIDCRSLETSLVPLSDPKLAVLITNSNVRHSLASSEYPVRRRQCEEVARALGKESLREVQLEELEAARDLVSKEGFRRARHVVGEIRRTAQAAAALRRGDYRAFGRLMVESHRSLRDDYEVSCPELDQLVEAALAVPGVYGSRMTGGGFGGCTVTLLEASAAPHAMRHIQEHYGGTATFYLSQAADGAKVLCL
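Compounds were pinned into ATP buffer, then GALK-galactose mix was added (final 5 nM enzyme, 35 uM ATP, 100 uM galactose, pH 8.0). After 1 h at room temperature, Kinase-Glo Plus was added and luminescence read.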
B2AR arrestin ag = ADRB2 beta-arrestin recruitment | Potency, µM (series often up to 46.1 µM), inactives show at the top dose activation, hits mostly activators | HTLA Tango cells, beta-arrestin recruitment, luciferase luminescence, 18 h | P07550 | AID 1347077 | 44,000 tested, under 10 active;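 also: potency is read from the fitted curve at half-maximal effect; 0% = DMSO and full agonism = EC100 isoproterenol or metaproterenol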
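Luminescence read-out: arrestin recruitment to recombinant beta2-AR releases tTA, inducing luciferase. Cells exposed 18 hr at 37 degrees C to up to 46 microM compound; %Activity from corrected signal, concentration-response curves classified by r2, magnitude and efficacy.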
PTAP-TSG101 blk = TSG101-PTAP interaction inhibition, HIV-1 budding; Q99816; Fluorescence polarization, FITC-PTAP peptide/Tsg101, 20 min; Potency, µM (series often up to 115 µM), inactives show top-dose activity change, negative = inhibition, usual class: inhibitors; 44,000 tested, under 10 active; also: potency is read from the fitted curve at half-maximal effect; 0% is about no effect
Target sequence (Q99816 whole entry, looked up): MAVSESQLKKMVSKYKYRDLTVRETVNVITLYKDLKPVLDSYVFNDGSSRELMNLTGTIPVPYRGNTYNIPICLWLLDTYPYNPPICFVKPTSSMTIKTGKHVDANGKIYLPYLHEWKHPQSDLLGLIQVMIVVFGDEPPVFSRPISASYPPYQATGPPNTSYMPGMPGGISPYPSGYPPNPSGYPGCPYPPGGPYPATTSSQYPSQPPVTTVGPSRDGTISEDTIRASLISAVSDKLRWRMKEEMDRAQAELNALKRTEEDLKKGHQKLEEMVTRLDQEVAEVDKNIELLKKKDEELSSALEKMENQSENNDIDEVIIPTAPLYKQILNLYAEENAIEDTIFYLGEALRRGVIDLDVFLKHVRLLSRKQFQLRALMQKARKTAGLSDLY
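FITC-labeled PTAP peptide (50 nM final) binding to Tsg101 binding domain (10 uM final) read by fluorescence polarization after 20 min at r.t. in HEPES pH 7.5 buffer. Actives by CRC class, <25 µM.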
FH mod = Identification of activators of human fumarate hydratase by quantitative high-throughput screening; hit rate 0.22% among 54,000; Fumarate hydratase, mitochondrial (Homo sapiens), P07954; Potency, µM (titrated, usually from 79.9 µM), for inactives: at the top dose activity change, negative = inhibition, hits mostly inhibitors; FH coupled MDH/diaphorase resazurin fluorescence, 15 min; also: potency is read from the fitted curve at half-maximal effect; % is scaled to controls: 0 for no effect and ±100 for the full control effect; the screen sought activators but most active calls are inhibition curves; nearly all actives have a fitted effect of over 45% in size
* marks the source's active call; other numbers are inactive results; ? = inconclusive; · = no result given; [ ] = another dose, or the depositor's remark. Calls follow the shape of the dose curve; as a rule, active = well fitted curve in the direction sought with a large enough effect; inconclusive = small, poorly fitted or top-dose-only effect, or another doubt; inactive = no such curve, though single readings can be large; an effect the other way counts as inactive or inconclusive. An excerpt; count on the stated rates, not on these rows.

nr	SMILES	NTMT1 inh	p53null 39C kill	p53null 32C kill	GALK inhibitor	B2AR arrestin ag	PTAP-TSG101 blk	FH mod
1	CC(=O)c1ccc(S(=O)(=O)Nc2cccc(-c3ccc(N4CCCCCC4)nn3)c2)cc1	·	?	?	5%	0%	1%	·
2	Cc1ccc2oc(=O)c3cnn(CC(=O)Nc4ccc(Br)cc4C)c3c2c1	-12%	13%	-1%	1%	-2%	1%	6%
3	CCCCOC(=O)c1ccc(Nc2nc3ccc(C)cc3n3cnnc23)cc1	12%	-19%	-1%	6%	0%	-2%	-5%
4	CC1CCN(C(=O)CN2CCSc3ccccc32)CC1	-4%	5%	2%	-2%	0%	-1%	-5%
5	O=C1c2oc3ccccc3c(=O)c2C(c2ccccc2F)N1Cc1ccc2c(c1)OCO2 (configuration not stated)	9%	27%	-6%	5%	0%	3%	0%
6	COc1ccc(NC(=O)C2Cc3ccccc3N2C(=O)c2ccccc2)cc1OC (configuration not stated)	?	0%	-1%	0%	0%	-7%	16%
7	CCCSc1ncc(Cl)c(C(=O)Nc2c(C(=O)Nc3ccccc3)oc3ccccc23)n1	7%	-24%	-7%	2%	-2%	1%	-2%
8	CN1CCN(CCC(=O)Nc2ccc(Cl)cc2)CC1	9%	-23%	6%	3%	-1%	2%	7%
9	Cc1nn(-c2nc(-c3ccccc3)cc(C(F)(F)F)n2)c(C)c1Cl	3%	0%	6%	0%	1%	0%	-14%
10	CCOC(=O)c1ccccc1NC(=O)N1CCC(N2CCN(Cc3ccccc3)C(=O)C2=O)CC1	-6%	4%	13%	0%	-2%	-2%	-14%
11	COC(=O)c1ccccc1NC(=O)c1ncoc1-c1ccco1	8%	-4%	-2%	0%	0%	-1%	-9%
12	Cc1cc(C)cc(-n2c(SCC(=O)Nc3nnc(C)s3)nc3c([nH]c4ccccc43)c2=O)c1	9%	4%	-9%	1%	0%	7%	10%
13	CCOc1ccccc1NC(=O)N1CCN(S(=O)(=O)c2ccc3c(ccn3C)c2)CC1	-2%	-17%	6%	-2%	0%	-1%	-16%
14	COc1ccccc1N1CCN(S(=O)(=O)c2ccc(-c3coc(C)n3)cc2)CC1	6%	-6%	-3%	0%	12%	-3%	5%
15	Cc1nn(-c2ccc(N3CCCCC3)nn2)c(C)c1CCC(=O)NCc1ccc(Cl)cc1	·	-27%	-16%	?	0%	0%	·
16	Cc1cn2c(=O)cc(COc3ccc(Cl)cc3)nc2s1	-14%	-13%	-5%	0%	1%	1%	8%
17	O=C1CN(C(=O)c2ccc(S(=O)(=O)N3CCCCC3)cc2)C(c2ccc(F)cc2)c2cc(Cl)ccc2N1 (configuration not stated)	12%	18%	15%	3%	0%	0%	-27%
18	CC1(C)CC(=O)c2cc(-c3nc(-c4ccc(Cl)cc4)cs3)c(=O)n(-c3cccc(F)c3)c2C1	7%	22%	2%	1%	0%	2%	-2%
19	Cc1ccc(-n2ncc(C(=O)N3CCc4ccccc4C3)c2C2CCN(C(=O)OC(C)(C)C)CC2)cc1C	14%	1%	7%	1%	0%	-2%	0%
20	CCOC(=O)c1ccccc1NC(=O)Nc1cc2c(cc1N1CCCC1)n(C)c(=O)n2C	?	-13%	9%	1%	1%	-6%	-11%
21	O=C(CSc1nc2c([nH]c3ccccc32)c(=O)n1-c1ccc(F)cc1)NC1CCCCC1	4%	-12%	-18%	1%	?	2%	3%
22	Cc1ccc(NC(=O)CSc2nccn2C2CCCC2)cc1Cl	-9%	22%	13%	0%	-2%	-14%	?
23	Cc1cccc(CNC(=O)CCCN2C(=O)CCn3nc(-c4cccn4C)cc32)c1	5%	?	3%	-1%	1%	-1%	3%
24	Cc1nn(C)c2c1c(-c1ccccc1)cc(=O)n2Cc1ccccc1Cl	7%	4%	-2%	0%	0%	0%	-13%
25	Cc1ccc(-n2c(Cc3ccccc3)nnc2SCc2nc(-c3cccs3)no2)cc1C	9%	33%[activator]	23%	1%	-2%	1%	-19%
26	COc1ccc(CCNC(=O)CCn2c(=O)c3ccccc3n(Cc3ccccc3F)c2=O)cc1OC	?	?	-20%	-1%	1%	0%	-4%
27	Cc1ccc(CN(C(=O)COc2cc(C)c(Cl)c(C)c2)c2ccccn2)o1	?	-5%	19%	0%	-4%	0%	-16%
28	CCN(CC)c1cc2c(cc1F)c(=O)c(S(=O)(=O)c1cc(C)ccc1C)cn2Cc1ccccc1	4%	-20%	6%	4%	0%	0%	-11%
29	COc1cccc(C(=O)N(Cc2cccc(F)c2)C2CCS(=O)(=O)C2)c1 (configuration not stated)	4%	1%	2%	1%	0%	-2%	6%
30	CCN1CCN(CCCNC(=O)c2cnn(-c3ccc(C)cc3C)c2C2CCN(C(=O)OC(C)(C)C)CC2)CC1	14%	0%	9%	-2%	9%	-5%	-12%
31	CCOc1ccc(NC(=O)CSc2ncn[nH]2)cc1	·	31%[activator]	2%	0%	-2%	0%	·
32	CC(=O)N1CCc2c(sc3nc(SCC(C)C)n(-c4ccc(F)c(Cl)c4)c(=O)c23)C1	?	-25%	10%	6%	0%	0%	-17%
33	Cc1ccc(NCc2cc3cc4c(cc3n(CC(=O)Nc3ccc(C)cc3)c2=O)OCCO4)cc1	?	5%	-9%	-1%	0%	6%	-1%
34	Cc1ccc2c(c1)C(c1ccccc1)N(C(=O)c1ccc(OC(C)C)cc1)CC(=O)N2 (configuration not stated)	7%	46%[activator]	18%	-7%	0%	-6%	-8%
35	CCCCN(c1ccccc1)c1ncnc2c1cnn2-c1ccc(Cl)cc1	3%	-16%	-6%	2%	0%	0%	-21%
36	COC(=O)c1ccccc1NC(=O)CSc1nc(=O)cc(N)n1-c1ccccc1	4%	8%	-1%	0%	1%	-2%	1%
37	CCCCCn1c(=O)[nH]c2cc(C(=O)N3CCN(c4ccccc4)CC3)ccc2c1=O	?	-13%	-2%	-5%	1%	1%	-1%
38	CC(=O)N1CCc2cc(S(=O)(=O)C(C)CC(=O)Nc3ccc(Br)c(C)c3)ccc21 (configuration not stated)	5%	-20%	-10%	?	-1%	1%	-7%
39	COc1cc(Cl)c(NC(=O)CC(C)S(=O)(=O)c2cc3c(cc2C)NC(=O)CO3)c(OC)c1 (configuration not stated)	-2%	2%	18%	3%	0%	0%	-8%
40	COC(=O)c1ccccc1NS(=O)(=O)c1cc2c3c(c1)CC(=O)N3CCC2	-7%	10%	1%	-8%	-1%	0%	-23%

Part of the list above, with two lines to a compound:
Every second line gives: NTMT1 inh, p53null 39C kill, p53null 32C kill, GALK inhibitor, B2AR arrestin ag, PTAP-TSG101 blk, FH mod
32: CC(=O)N1CCc2c(sc3nc(SCC(C)C)n(-c4ccc(F)c(Cl)c4)c(=O)c23)C1
    ?, -25%, 10%, 6%, 0%, 0%, -17%
33: Cc1ccc(NCc2cc3cc4c(cc3n(CC(=O)Nc3ccc(C)cc3)c2=O)OCCO4)cc1
    ?, 5%, -9%, -1%, 0%, 6%, -1%

(further entries)
nr	SMILES	NTMT1 inh	p53null 39C kill	p53null 32C kill	GALK inhibitor	B2AR arrestin ag	PTAP-TSG101 blk	FH mod
41	COc1cc(Br)c(C2CC(=O)Nc3cc4c(cc32)OCCO4)cc1OC (configuration not stated)	?	-13%	31%[activator]	2%	-2%	-4%	-6%
42	COc1ccc(C(=O)Nc2cc3c(cc2C(=O)c2ccccc2Cl)OCCO3)cc1	6%	5%	14%	7%	0%	0%	-13%
43	CCOC(=O)c1ccccc1NC(=O)N1CCCn2nc(C)cc21	?	-9%	0%	-4%	1%	-2%	2%
44	COc1cc(OC)c(C2C=C(C(=O)O)Nc3ncnn32)cc1OC (configuration not stated)	-3%	-4%	-2%	2%	-2%	-4%	2%
45	COc1ccc(NC(=O)CN2C(=O)CC(c3ccc(C)c(C)c3)=Nc3ccccc32)cc1OC	-22%	?	3%	1%	0%	3%	?
46	COc1ccccc1C(=O)Nc1c(C(=O)c2ccccc2)oc2ccccc12	-2%	-28%	7%	2%	-2%	-6%	-8%
47	CCN1C(=O)c2ccccc2S(=O)c2ccc(C(=O)N3CCN(c4cc(Cl)ccc4C)CC3)cc21 (configuration not stated)	-2%	19%	-2%	0%	0%	-8%	-26%
48	O=C(CN1C(=O)COc2ccc(S(=O)(=O)N3CCCC3)cc21)N1CCN(c2cccc(C(F)(F)F)c2)CC1	3%	-14%	5%	-2%	1%	-2%	-12%
49	CCOc1ccccc1NC(=O)C(=O)NCCc1sc(-c2cccc(F)c2)nc1C	10%	-5%	-2%	2%	0%	0%	4%
50	O=C(CSc1nc2c(c(=O)[nH]1)CCCC2)Nc1cccc(O)c1	6%	-17%	0%	2%	-3%	-1%	-6%
51	Cc1cc(Sc2ccc(Cl)cc2)nc2ccccc12	?	4%	-8%	-17%	-1%	0%	-10%
52	CCN1CCN(C(=O)c2ccc3c(c2)N(Cc2ccc(Cl)cc2)C(=O)c2ccccc2S3=O)CC1 (configuration not stated)	-20%	3%	1%	0%	0%	-6%	-3%
53	CCN(CC)C(=O)C1=C(C)Nc2nc3ccccc3n2C1c1ccccc1F (configuration not stated)	-24%	1%	2%	6%	0%	-1%	-30%
54	Cc1nc2ccn(Cc3cccs3)c(=O)c2cc1C(=O)NCc1ccc(Br)cc1	·	-10%	-1%	-2%	-1%	1%	·
55	Cc1ccccc1N1CCN(S(=O)(=O)c2nnc(NC(=O)c3ccccc3)s2)CC1	2%	5%	7%	0%	0%	-1%	-11%
56	O=C(Nc1ccc(S(=O)(=O)Nc2ncccn2)cc1)c1cc(=O)c2ccccc2o1	-11%	-2%	1%	-1%	-1%	-3%	-15%
57	NC(=O)c1c(NC(=O)C2CCCO2)sc2c1CCCC2 (configuration not stated)	?	-20%	-14%	·	·	·	·
58	COc1ccc(CNC(=O)c2cc3ccccn3n2)cc1OC	·	-23%	-6%	-2%	1%	0%	·
59	CCN(CC)c1ccc(NC(=O)CN2CCN(CC(=O)Nc3ccccc3OC)CC2)cc1	-12%	4%	5%	-4%	0%	0%	-13%
60	COc1ccc(S(=O)(=O)N2CCC(C(=O)Nc3ccc(Oc4ccccc4)cc3)CC2)cc1	-7%	-17%	-1%	2%	-2%	1%	-15%
61	CCc1nnc2c(Nc3ccc(N(CC)CC)cc3C)nc3ccccc3n12	89µM*	26%	20%	0%	2%	-2%	?
62	CCCSCCCNC(=O)C1CCN(C(=O)c2cnn(-c3ccccc3)c2-n2cccc2)CC1	-1%	-17%	0%	2%	-3%	1%	0%
63	CC(C)N(Cc1ccccc1)C(=O)C1CCCN(c2ncnc3onc(-c4ccc(F)cc4)c23)C1 (configuration not stated)	1%	-5%	1%	-1%	-1%	-5%	-31%

2 records picked at random from those above, as already listed:
nr	SMILES	NTMT1 inh	p53null 39C kill	p53null 32C kill	GALK inhibitor	B2AR arrestin ag	PTAP-TSG101 blk	FH mod
45	COc1ccc(NC(=O)CN2C(=O)CC(c3ccc(C)c(C)c3)=Nc3ccccc32)cc1OC	-22%	?	3%	1%	0%	3%	?
52	CCN1CCN(C(=O)c2ccc3c(c2)N(Cc2ccc(Cl)cc2)C(=O)c2ccccc2S3=O)CC1 (configuration not stated)	-20%	3%	1%	0%	0%	-6%	-3%
